Compound activity (PubChem BioAssay)
HTR1E agonist – activates the human 5-HT1E serotonin receptor; hit rate 0.69% among 65,000; P28566; CHO 5-HT1E Ga15 NFAT-bla reporter, FRET; 0% DMSO wells, 100% control agonist wells; activation, % at 6 µM;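 active means activation above a set limit, the screen-wide mean activation plus 3 SD, cut at about 8.5% in these data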;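 further: 100% = positive control agonist at 1 µM giving full maximal response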
Target sequence (P28566 whole entry, looked up): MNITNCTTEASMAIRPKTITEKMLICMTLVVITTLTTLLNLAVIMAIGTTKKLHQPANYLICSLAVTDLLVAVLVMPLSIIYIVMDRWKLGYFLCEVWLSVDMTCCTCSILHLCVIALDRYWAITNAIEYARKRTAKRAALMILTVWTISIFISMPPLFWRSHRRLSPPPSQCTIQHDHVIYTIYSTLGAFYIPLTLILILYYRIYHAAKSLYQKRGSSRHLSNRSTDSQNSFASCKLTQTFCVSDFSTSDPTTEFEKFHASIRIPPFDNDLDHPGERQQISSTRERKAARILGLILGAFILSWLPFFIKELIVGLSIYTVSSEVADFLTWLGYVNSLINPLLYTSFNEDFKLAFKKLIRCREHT
M1 agonist – agonists of M1 muscarinic receptor | AID 626 | CHO-M1 cells, Fluo-4 calcium fluorescence, agonist mode; stronger effect = higher value | B-score at 10 µM | hit rate 3% among 64,000;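 active means fluorescence rise, raw or as B-score row- and column-corrected plate score, outside the 99.7% band of its plate's samples, either direction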
HTR1E antagonist – 5-HT1E (human) receptor antagonism. hit rate 0.99% among 65,000. CHO 5-HT1E Ga15 NFAT-bla reporter, FRET, antagonist. inhibition, % at 6 µM;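 active means inhibition above a set limit, the mean inhibition across every tested compound plus 3 SD, cut at about 29% in these data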;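 further: signal is the 460 over 535 nm emission ratio of beta-lactamase substrate; 0% = agonist plus DMSO wells and 100% = wells without agonist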
5HT1a ag – agonists of human 5-HT1a serotonin receptor. P08908. CHO 5-HT1a Ga15 NFAT-bla reporter, FRET ratio; 0% basal, 100% maximal reference agonist. hit rate 0.56% among 65,000. activation, % at 10 µM;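 active means activation above the screen-wide mean activation plus 3 SD, cut at about 19% in these data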;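 further: 0% = DMSO wells and 100% = 5-CT at EC100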
S1P1 ag pot – activates or potentiates agonism at human S1P1 receptor. P21453. S1P1 CRE-bla cells, forskolin, beta-lactamase FRET, potentiator mode; S1P1 agonist co-added at EC20, 2 nM; 100% = saturating reference agonist, 0% = basal. activation, % at 9.5 µM. hit rate 0.57% among 56,000;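 active means activation above a cutoff set at the mean activation of all tested compounds plus 3 SD, cut at about 54% in these data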;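 further: forskolin at 4 µM as EC80 and the EC20 agonist is SEW2871; 100% = SEW2871 at its EC100 plus forskolin at EC80; some compounds past the cut are filed as inactive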
S1P3 agonist – S1P3 (human) receptor agonism | S1P3 NFAT-BLA reporter cells, FRET ratio; relative to 1 µM S1P, basal subtracted | activation, % at 4.5 µM | hit rate 0.1% among 60,000 | AID 373;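 active means activation above the screen-wide mean plus 3 SD, cut at about 4.5% in these data, passing the limit was not always enough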; further: some compounds called inactive have numbers as strong as hits
Target sequence (Q99500 whole entry, looked up): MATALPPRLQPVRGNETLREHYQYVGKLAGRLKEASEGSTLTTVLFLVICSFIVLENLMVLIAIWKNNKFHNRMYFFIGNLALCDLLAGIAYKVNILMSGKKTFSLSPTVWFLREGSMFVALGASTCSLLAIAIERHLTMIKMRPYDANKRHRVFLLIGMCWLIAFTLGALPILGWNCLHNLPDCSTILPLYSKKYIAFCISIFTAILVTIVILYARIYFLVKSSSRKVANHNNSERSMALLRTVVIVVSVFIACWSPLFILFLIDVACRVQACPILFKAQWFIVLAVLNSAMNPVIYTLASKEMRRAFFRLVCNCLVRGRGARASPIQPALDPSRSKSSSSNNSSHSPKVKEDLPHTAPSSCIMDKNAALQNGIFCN
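Assay system: CHO cells stably expressing human S1P3, Gα16 and NFAT-β-lactamase reporter. Timing: overnight plating, 4 h compound 37 °C, 2 h substrate RT. Signal: β-lactamase FRET emission ratio 460/535 nm. Measure: percent activation versus median 1 µM S1P response, basal-subtracted, per plate. Repeats: primary screen single test, confirmation screen in triplicate.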
M1 antag – M1 muscarinic receptor (rat) antagonism. CHO-M1 cells, Fluo-4 calcium, ACh EC80 antagonist mode; stronger effect = lower value. B-score at 10 µM. P08482. hit rate 3.4% among 64,000;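 active means calcium fluorescence response, raw or row-and-column corrected B-score, differing from the plate sample mean either way at a set confidence level, mostly lower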
5-HT1A blocker – antagonists of human 5-HT1a serotonin receptor | P08908 | CHO 5-HT1a Ga15 NFAT-bla reporter, antagonist mode | inhibition, % at 10 µM | hit rate 0.68% among 62,000;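 active means inhibition above the mean of all tested compounds plus 3 SD, cut at about 43% in these data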;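 further: receptor stimulated by 5-CT agonist at 100 nM near EC80; beta-lactamase reporter measured by ratiometric fluorescence of a cleavable substrate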
Jurkat tox 60K – reduces viability or proliferation of Jurkat cells. Jurkat E6.1 viability, ATP luminescence, 48 h. inhibition, % at 4 µM. hit rate 1.2% among 56,000;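 active means inhibition above the mean inhibition of all tested compounds plus 3 SD, cut at about 28% in these data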
* hit, by the source's call; · = no result given.

SMILES,Jurkat tox 60K,HTR1E agonist,S1P3 agonist,HTR1E antagonist,5-HT1A blocker,5HT1a ag,M1 agonist,S1P1 ag pot,M1 antag
O=C(NCCCN1CCN(Cc2ccccc2)CC1)C1CCN(S(=O)(=O)N2CCCC2)CC1,-3.0,1.3,0.0,-9.7,1.8,-2.4,0.0523,-29.4,-0.513
CCOc1ccc(NC(=O)c2nccnc2CO)cc1,-1.1,1.0,-0.1,1.0,-8.6,-1.8,-0.0401,-4.9,0.365
O=c1c2ccccc2nnn1CSc1ccc2c(c1)OCCO2,-3.4,-0.1,0.9,-2.0,5.0,1.4,-0.261,15.4,-0.0188
O=C(CCSCCc1ccccn1)Nc1nccs1,-1.8,1.0,-0.7,-8.4,-7.9,-2.0,-1.28,-21.8,-0.632
O=C1CS/C(=N\c2ccccn2)N1C1CCCCC1,-2.0,-0.5,-1.5,8.3,9.1,-0.3,0.109,3.7,-1.55
COc1cccc(C2=NOC(C(=O)NCc3ccc(F)cc3)C2)c1 (configuration not stated),-5.4,0.8,0.1,17.0,37.0,-3.8,-0.255,3.5,0.0125
Cc1csc(NC(=O)c2ccoc2C)n1,3.4,-0.2,0.0,-3.5,-5.1,-0.5,-0.211,-32.2,0.915
CC(=O)c1c(C)nc(-c2ccc3c(c2)OCO3)n1O,-4.2,0.3,1.0,-2.5,4.2,-3.3,0.0353,-3.3,0.213
Cc1c(Cc2ccccc2)c(=O)oc2c(CN(C)C)c(O)c(Cl)cc12,0.1,8.2,1.9,-9.4,-44.0,20.1*,-0.397,-64.1,1.22
Cc1cccc2c(=O)cc(C)n(CC(=O)N3CCCCC3)c12,-6.1,0.8,0.5,0.2,3.1,-0.5,0.7,2.9,0.435
CC(N=c1ccccn1C(=O)Nc1ccc(Cl)cc1)c1ccco1 (configuration not stated),1.6,0.3,0.2,6.3,2.1,-3.6,4.03*,34.4,-0.945
Cn1c(=O)oc2cc(S(=O)(=O)NCCN3CCCCCC3)ccc21,-1.6,-0.2,-0.3,-1.8,4.1,-2.2,-0.433,-18.8,-0.625
COc1ccc(OC)c(C2C(C(C)=O)=C(O)C(=O)N2c2ccc(O)cc2)c1 (configuration not stated),3.9,0.1,-0.8,-116.3,-6.4,0.8,0.635,0.7,-2.01
O=S(=O)(c1ccccc1C(F)(F)F)N1CCOCC1,-0.3,-0.8,-0.9,-8.0,15.3,-0.5,-0.44,-6.6,0.207
Cc1ccccc1S(=O)(=O)Cc1ccc(C(=O)NCCN2CCCCC2C)o1 (configuration not stated),-2.0,-0.4,0.5,-0.9,-1.7,-2.3,1.19,-6.6,-1.33
CC1(C)CC(=O)C2=C(C1)N(CC1CCCO1)C(=O)C2(O)C(F)(F)F (configuration not stated),·,-0.4,-3.2,7.6,·,-0.9,0.0605,-0.9,0.102
O=C(Nc1ccc(F)cc1)NC1(C(=O)NCc2ccco2)CCCCC1,-3.2,-0.8,-0.1,3.6,8.7,-0.7,0.0705,7.5,-0.448
CCOc1ccc(C2NC(=O)c3n[nH]c(C)c32)cc1 (configuration not stated),-3.0,1.6,0.1,-4.6,7.5,0.6,-0.18,-23.5,0.612
N#CCc1nc(CSc2nc3ccccc3s2)cs1,2.7,2.6,-1.0,-9.7,6.0,-5.5,0.238,17.4,-0.129
COc1ccc(CCN2C(=O)c3ccccc3C2(O)c2ncc[nH]2)cc1OC (configuration not stated),-4.3,0.8,-1.0,10.7,-5.6,-1.6,-0.794,-13.9,-0.0755

Single records, from the list above. Screens in order: Jurkat tox 60K, HTR1E agonist, S1P3 agonist, HTR1E antagonist, 5-HT1A blocker, 5HT1a ag, M1 agonist, S1P1 ag pot, M1 antag
Record of `O=c1c2ccccc2nnn1CSc1ccc2c(c1)OCCO2` = -3.4, -0.1, 0.9, -2.0, 5.0, 1.4, -0.261, 15.4, -0.0188
Record of `Cn1c(=O)oc2cc(S(=O)(=O)NCCN3CCCCCC3)ccc21` = -1.6, -0.2, -0.3, -1.8, 4.1, -2.2, -0.433, -18.8, -0.625

Next section:
SMILES,Jurkat tox 60K,HTR1E agonist,S1P3 agonist,HTR1E antagonist,5-HT1A blocker,5HT1a ag,M1 agonist,S1P1 ag pot,M1 antag
CCOC(=O)c1[nH]c2ccccc2c1NC(=O)C1CCCCC1,·,0.1,·,0.9,10.3,-1.2,2.14,·,0.16
CCOc1ccc(N2C(=O)CC(NCCc3ccc(S(N)(=O)=O)cc3)C2=O)cc1 (configuration not stated),7.3,-0.4,-0.3,3.3,-0.4,-2.5,0.118,-27.0,0.269
O=C(NCc1ccc2c(c1)OCO2)c1ccc(-n2cnnn2)cc1,0.0,-1.6,0.1,14.5,8.6,-0.3,·,-4.3,·
COc1ccccc1NC(=O)Cn1nnc(-c2ccccc2NC(=O)c2cccs2)n1,-8.7,-0.7,-0.4,11.0,3.1,-0.9,-0.153,-18.4,-0.0099
CCN(CCNC(=O)CCCn1nc(C)n2c(cc3sccc32)c1=O)c1ccccc1,7.6,1.3,-0.5,-2.8,-4.6,-1.0,0.243,-14.7,-1.29
CCCn1c(=O)c2ccccc2n2c(SCCOc3ccc(C)cc3)nnc12,-3.7,0.4,-0.6,-2.1,16.1,-0.7,0.269,-13.3,-0.0466
COc1ccc(Cn2nnc3c(=O)[nH]c(C4CCCN(C(=O)c5ccccc5)C4)nc32)cc1 (configuration not stated),-0.5,1.4,-1.5,1.6,-9.0,1.2,0.323,23.0,-0.0518
O=C(NCc1cccnc1)C1CCN(S(=O)(=O)c2cccs2)CC1,-2.3,0.3,-0.3,15.4,-4.7,-2.8,-0.525,12.4,0.176
O=C(NC1=NCCS1)c1cc(-c2ccccc2)nn1-c1ccccc1,2.6,0.7,10.7*,-21.6,2.1,0.4,0.582,52.3,-0.553
S=C(c1ccc(N2CCOCC2)cc1)N1CCCCC1,8.9,-1.2,-0.1,4.5,2.6,-3.8,0.416,·,-0.28
O=C1CC(c2ccco2)CC(O)=C1C=NCCN1CCN(C2CC(=O)N(c3ccccc3)C2=O)CC1 (configuration not stated),·,-1.1,-2.9,9.5,·,6.3,-0.591,-10.8,-0.127
Nc1cc(=O)[nH]c(SCc2cccc(Cl)c2)n1,-2.4,-0.5,-1.4,0.9,16.8,1.3,-0.793,12.2,-0.0802
CC(Oc1ccccc1Cl)C(=O)N(Cc1ccco1)C1CCS(=O)(=O)C1 (configuration not stated),1.3,0.1,-0.4,-17.2,10.0,-3.5,1.2,-8.4,0.824
O=C1CCCc2nc(N3CCN(c4ccccc4)CC3)ncc21,0.1,0.2,-2.1,-1.1,3.1,-0.4,-0.12,7.3,-1.05
O=C(Nc1ccc2c(c1)OCCO2)c1ccco1,7.1,0.0,-0.2,-7.4,-4.3,-3.0,1.07,10.6,-0.66
CC(=O)c1ccc(N2CCN(C(=O)CCS(=O)(=O)c3ccc(C)cc3)CC2)cc1,1.2,0.7,-1.2,1.0,-13.5,-3.1,-0.772,-22.1,0.00275
COc1cccc(N2C(=O)CC(Nc3ccc(N4CCOCC4)cc3)C2=O)c1 (configuration not stated),-2.9,0.7,-0.2,-11.8,-11.1,-2.9,0.683,-8.4,-0.0197
OC(c1ccccc1)C1CN(Cc2ccccc2)CCC1(O)c1ccccc1 (configuration not stated),-2.8,0.1,-0.2,-4.8,9.1,-1.7,0.726,-14.8,-0.452
COc1ccc(-c2nc(SCC(=O)N3CCOCC3)n[nH]2)cc1,-3.9,0.5,-0.4,-15.1,2.9,-2.9,-0.129,·,-0.212
N#CCCN1CCN(S(=O)(=O)c2ccc(S(=O)(=O)N3CCOCC3)cc2)CC1,-5.0,1.6,-0.4,2.4,-0.1,-4.7,-0.207,-3.9,0.31
Cc1cc(C(=O)NCCCN2CCN(C3CCCCC3)CC2)n(-c2ccccc2)n1,-2.4,1.0,-1.0,-5.5,-3.4,-2.6,31.7*,-18.3,-0.555
CCCCCCSC1=C(C#N)C(c2ccccc2)CC(=O)N1 (configuration not stated),·,0.9,0.9,10.9,·,1.2,0.282,7.1,0.946
CCc1cc2ccccc2nc1SCC(=O)Nc1cc(C)on1,23.1,-1.6,-0.4,8.1,13.1,-2.2,0.628,14.5,0.594
COC(=O)c1ccc2c(=O)n3c(nc2c1)SCC(c1ccccc1)=N3,5.3,0.4,-0.1,-11.5,-8.7,-1.8,-1.49,-4.1,0.0187
CCCCn1c(CNC(=O)c2cccs2)nc2ccccc21,-1.4,0.1,0.3,-2.1,10.4,-1.6,-0.49,-7.0,-0.61
COc1ccc(OCC(=O)N2CCN(c3nnc(-c4ccccc4)c4ccccc34)CC2)cc1,14.0,0.6,-1.7,4.2,9.8,0.4,7.32*,-2.3,-7*
CCCC(C)NC(=O)c1ccc(F)cc1 (configuration not stated),·,-0.3,·,-6.9,0.2,-3.8,0.327,·,0.116
CCOC(=O)NC(=O)CSc1nc(C)cc(C)c1C#N,-0.4,-0.8,-0.5,8.3,-0.4,-0.4,-0.84,-4.0,0.0784
Cc1c(NC(=O)COc2ncnc3c(Cl)cc(Cl)cc23)c(=O)n(-c2ccccc2)n1C,0.3,0.1,-1.0,-3.4,-3.3,-1.4,0.168,12.7,0.0347
Cc1ccc(NCc2nnc(SCC(=O)NCc3ccco3)n2CC2CCCO2)cc1Cl (configuration not stated),-7.4,0.8,-0.8,-17.4,6.2,-3.7,0.466,16.0,0.112
COc1ccccc1-c1nnc2n1N=C(c1ccc(O)c(O)c1)CS2,·,-0.7,-5.0,65.6*,·,-0.4,0.306,0.2,-0.00415
CC1CCCCC1NC(=O)CN1CCN(Cc2ccccc2Cl)C1=O (configuration not stated),·,-0.9,·,0.2,14.8,-1.5,-0.773,·,-1.62
CN(C(=O)c1cccnc1)c1nnc(-c2cccnc2)s1,-3.5,0.6,-0.5,-4.2,-2.9,-0.1,-0.58,-9.0,-0.166
COc1ccc2cc(C(=O)Nc3c(C)n(C)n(-c4ccccc4)c3=O)sc(=O)c2c1OC,-2.7,-0.5,0.1,3.8,8.6,-0.4,0.0442,-9.5,-0.264

Random draw from the library; about 8.9% have a hit in one of these screens.
